# Source: PubChem BioAssay
# m-calpain inh – inhibitors of pig calpain II, primary screen, biochemical, fluorogenic peptide substrate, 1536-well | AID 1236, 2008 | inhibition, % at 16 µM | 220,000 compounds, 0.37% hits | purified calpain II, 30 min;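 active = inhibition above about 50%, limit read from the data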
# Rad51 HR inh – human RAD51 strand exchange inhibitors, primary screen, biochemical, fluorescence; DNA repair protein RAD51 homolog 1 (Homo sapiens), Q06609; hRad51 DNA strand exchange, fluorescence dequenching; inhibition, % at 10 µM; 200,000 compounds, 0.085% hits; AID 1385, 2008;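 active = inhibition above 40% at the single screening dose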;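 also: 0% = DMSO control wells and 100% = blanks with heterologous ssDNA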
#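 Material: Human Rad51 nucleoprotein filaments preassembled on unlabelled ssDNA | Also added: Labelled 47-mer dsDNA for strand exchange | Dosing: Single dose, 10 µM final compound | Schedule: 30-min compound preincubation and 15-min exchange, both room temperature | Technique: Fluorescence dequenching at 485/520 nm | Measure: Percent inhibition relative to plate controls and blanks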
# EBV gp42 block – Epstein-Barr virus gp42 inhibitors, primary screen, biochemical, uHTS, fluorescence polarization | inhibition, % (tested at 21.74 µM) | AID 1085, 2008 | Glycoprotein 42 (Epstein-Barr virus (strain AG876)), Q1HVG2 | Fluorescence polarization binding assay, mP read-out | 220,000 compounds, 0.42% hits; in the data active = inhibition above about 50%
# PERK inh – block of dimerizer-induced PERK translation repression, primary screen, PERK inhibitor project, CHO PERK-DD cells, SEAP luminescence, HTS; Eukaryotic translation initiation factor 2-alpha kinase 3 (Homo sapiens), Q9NZJ5; CHO PERK-DD fusion, SEAP luminescence translation reporter; inhibition, % at 5.6 µM; 220,000 compounds, 0.17% hits;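 active = inhibition above the mean inhibition of all tested compounds plus 3 SD, set separately per screening campaign, cut at about 2.9% in these data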;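 also: PERK kinase domain activated by AP20187 dimerizer at 100 nM; 0% = DMSO with dimerizer and 100% = rapamycin at 8.4 µM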
# MDM2 E3 inh – MDM2-luciferase reporter signal enhancers, primary screen, MDM2 E3 ligase inhibitor project, cell-based, luminescence, 1536-well; 210,000 compounds, 0.11% hits; cell-based MDM2 ubiquitination luciferase reporter, 2 h; 0 = plate control, 100 = twice control, blank-subtracted; signal enhancement, % at 5 µM; E3 ubiquitin-protein ligase Mdm2 (Homo sapiens), Q00987;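 active = signal enhancement of 30% or more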;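 also: luminescence tracks abundance of the self-degrading MDM2-luciferase fusion protein; higher signal means inhibition of MDM2 E3 ligase activity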
#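 Material: stable MDM2–luciferase fusion reporter cells / Quantity: 2000 cells/well / Dosing: single 5 µM compound dose, 0.2% final DMSO / Buffer or medium: DMEM / Schedule: 4 h cell settling then 2 h compound exposure, 37 °C / Detection: luminescence with SteadyLite reagent, 15 min at room temperature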
# TNF death inh – inhibitors of TNF-alpha triggered necroptosis, primary screen, cell-based, Jurkat FADD-/-, single concentration; Jurkat FADD-/- TNF necroptosis rescue, ATP luminescence, 24 h; 0 = TNF only, 100 = no-TNF cells; activation (protection from cell death), % at 10 µM; 220,000 compounds, 0.068% hits; AID 463075, 2010;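 active = activation, meaning protection from cell death, of at least 50% relative to plate controls; inactive = activation below 50%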;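 also: necroptosis triggered by 40 ng/mL TNF-alpha added together with compound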
# eIF4E-4G inh – eIF4E–eIF4G protein interaction inhibitors, primary screen, biochemical, uHTS, TR-FRET, eIF4GI fragment; 220,000 compounds, 0.37% hits; inhibition, % at 21.7 µM; AID 782, 2007; Eukaryotic translation initiation factor 4E (Mus musculus) + Eukaryotic translation …; TR-FRET eIF4E-eIF4GI(517-606) binding, 2 h;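 active = inhibition above about 30%, limit read from the data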;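 also: 0% = full FRET control wells and 100% = background wells lacking eIF4GI fragment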
# L929 necroptosis – inhibitors of zVAD-triggered necroptosis, primary screen, L929 cells; L929 zVAD necroptosis rescue, ATP luminescence, 24 h; with zVAD 60 µM; viability rescue, % at 10 µM; 220,000 compounds, 0.38% hits;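 active = activation, scaled between plate controls, above about 75%, limit read from the data; inactive = activation under that limit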;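 also: 0% = zVAD with DMSO and 100% = DMSO alone without zVAD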
# Cl transport mod – KCC2 cotransporter modulators, thallium flux, primary screen, cell-based, HEK293 KCC2, FluoZin-2 fluorescence, MLSMR; Solute carrier family 12 member 5 (Homo sapiens), Q9H2X9; B-score of Tl+ flux slope (higher = more flux/activation; lower = inhibition) at 10 µM; 190,000 compounds, 2.2% hits; KCC2 cells, thallium flux FluoZin-2 fluorescence;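 active = thallium flux slope and its plate-corrected score both differing from the plate sample mean at a set confidence after two filtering rounds, in either direction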;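 also: slope of fluorescence scaled to starting intensity during 10 to 20 s after thallium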
# Target sequence (Q9H2X9 whole entry, looked up): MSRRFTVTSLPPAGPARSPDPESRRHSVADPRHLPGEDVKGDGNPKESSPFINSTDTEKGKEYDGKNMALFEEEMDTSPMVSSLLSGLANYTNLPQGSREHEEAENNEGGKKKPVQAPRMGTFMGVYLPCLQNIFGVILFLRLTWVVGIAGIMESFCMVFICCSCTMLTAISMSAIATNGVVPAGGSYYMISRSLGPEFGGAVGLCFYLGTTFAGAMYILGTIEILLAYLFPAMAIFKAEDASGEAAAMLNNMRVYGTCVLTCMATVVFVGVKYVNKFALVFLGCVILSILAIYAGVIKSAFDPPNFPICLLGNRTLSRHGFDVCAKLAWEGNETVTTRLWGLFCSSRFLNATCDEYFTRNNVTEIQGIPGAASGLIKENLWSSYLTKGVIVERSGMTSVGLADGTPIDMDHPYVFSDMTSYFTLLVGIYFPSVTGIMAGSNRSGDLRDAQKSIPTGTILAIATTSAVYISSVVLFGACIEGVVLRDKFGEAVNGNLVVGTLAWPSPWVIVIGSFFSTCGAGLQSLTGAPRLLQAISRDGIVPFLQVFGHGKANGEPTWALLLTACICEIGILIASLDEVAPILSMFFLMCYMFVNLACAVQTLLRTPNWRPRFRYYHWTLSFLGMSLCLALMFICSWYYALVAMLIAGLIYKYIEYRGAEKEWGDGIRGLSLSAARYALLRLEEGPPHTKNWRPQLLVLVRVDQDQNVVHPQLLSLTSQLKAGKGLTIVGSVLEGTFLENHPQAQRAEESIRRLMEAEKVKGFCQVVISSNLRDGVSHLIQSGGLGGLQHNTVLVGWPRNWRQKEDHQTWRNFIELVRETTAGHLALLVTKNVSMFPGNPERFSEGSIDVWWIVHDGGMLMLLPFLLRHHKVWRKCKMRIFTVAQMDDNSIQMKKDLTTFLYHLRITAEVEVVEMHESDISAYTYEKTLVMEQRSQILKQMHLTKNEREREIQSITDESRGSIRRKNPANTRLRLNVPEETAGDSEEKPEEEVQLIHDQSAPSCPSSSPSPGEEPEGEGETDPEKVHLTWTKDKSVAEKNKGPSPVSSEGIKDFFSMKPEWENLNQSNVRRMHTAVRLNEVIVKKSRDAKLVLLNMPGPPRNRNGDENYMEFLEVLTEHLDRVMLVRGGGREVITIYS
# * hit, by the source's call; . = not tested or not shown; [ ] = another dose, or the depositor's remark.
entry	structure	m-calpain inh	Rad51 HR inh	EBV gp42 block	PERK inh	MDM2 E3 inh	TNF death inh	eIF4E-4G inh	L929 necroptosis	Cl transport mod
1	Cc1ccc(C)c(S(=O)(=O)N2CCN(CC(=O)Nc3ccc4c(c3)OCCO4)CC2)c1	11	-8	4	-0.6	.	3.0	5	-0.5	0.49
2	O=[N+]([O-])c1nn(-c2ccc3c(c2)OCCO3)n(O)c1=Nc1ccccc1	-5	8	-6	-0.9	-28	-1.1	7	0.6	0.091
3	O=C(CCc1nnc(Cc2cccc(C(F)(F)F)c2)o1)NCC(F)(F)F	-34	1	-5	0.4	2	1.0	-4	0.7	-0.31
4	COc1ccc(NC(=O)Cn2nnc(-c3ccccc3F)n2)cc1Cl	-41	-4	-22	1.2	-4	0.3	1	-0.4	0.39
5	CSc1nnc(Cc2sc(-c3ccccc3)nc2-c2ccccc2)o1	3	.	-2	-1.6	-11	2.0	-1	-0.5	-0.99
6	O=C(Nc1nc2c(ccc3ccccc32)s1)c1cc([N+](=O)[O-])ccc1N1CCOCC1	-48	-3	-5	1.3	1	-3.4	1	4.1	0.28
7	COc1ccccc1Oc1ccc(N/C=C/C(=O)c2ccc(C)o2)cc1	17	-24	-35	1.8	-13	-5.7	3	1.0	0.097
8	COc1cc(/C=C2\SC(=S)N(CCC(=O)Nc3ccccc3)C2=O)cc(OC)c1OC	-128	0	-30	0.2	-3	3.3	8	3.0	-1.4
9	O=C(C[n+]1ccccc1)Nc1cc(C(F)(F)F)ccc1Cl	9	5	6	0.7	-1	1.4	4[fluorescence artefact?]	-0.1	0.8
10	CCCCn1c(SCC(=O)N2CCOCC2)nnc1-c1cccs1	-5	-10	-10	-1.0	0	-2.9	0	-0.3	1.4
11	NC(=O)C1Cc2ccccc2CN1S(=O)(=O)c1cccs1 (stereo unspecified)	-3	-20	-10	1.1	-3	-0.5	-3	0.2	-0.25
12	CCN1C(=O)C(CC(=O)Nc2ccc(F)cc2)N(Cc2cccs2)C1=S (stereo unspecified)	38	2	6	-0.2	-15	2.0	2	0.8	0.046
13	Cc1ccc(Nc2nc(CSc3nnc(-c4cccnc4)n3-c3ccccc3C)cs2)cc1	6	-5	-19	-1.1	-4	3.7	-3	0.9	-1.7
14	Cc1ccc(N(CC(=O)NC(C)c2ccccc2)S(=O)(=O)c2cccs2)cc1 (stereo unspecified)	-11	11	-7	-0.4	-2	-3.6	1	0.8	-0.81
15	CS(=O)(=O)Nc1ccc(C(=O)NCc2ccccn2)cc1	27	.	-16	1.3	-13	0.3	-3	0.8	0.64
16	COc1ccc(Cl)cc1NC(=O)N1CCN(CCc2ccccc2)CC1	-44	.	-10	-0.7	-6	-0.6	-11	-0.5	.

# Sorted by value in MDM2 E3 inh (low to high): three of the compounds above
no.	smiles	m-calpain inh	Rad51 HR inh	EBV gp42 block	PERK inh	MDM2 E3 inh	eIF4E-4G inh	Cl transport mod
12	CCN1C(=O)C(CC(=O)Nc2ccc(F)cc2)N(Cc2cccs2)C1=S (stereo unspecified)	38	2	6	-0.2	-15	2	0.046
15	CS(=O)(=O)Nc1ccc(C(=O)NCc2ccccn2)cc1	27	.	-16	1.3	-13	-3	0.64
9	O=C(C[n+]1ccccc1)Nc1cc(C(F)(F)F)ccc1Cl	9	5	6	0.7	-1	4[fluorescence artefact?]	0.8

# Following part
entry	structure	m-calpain inh	Rad51 HR inh	EBV gp42 block	PERK inh	MDM2 E3 inh	TNF death inh	eIF4E-4G inh	L929 necroptosis	Cl transport mod
17	COc1ccc(/C=N/NC(=O)CSc2n[nH]c(=O)[nH]c2=O)cc1	-4	-3	-14	0.0	-16	0.6	-1	3.0	0.58
18	Cc1ccnc(SCC(=O)c2ccc(Br)cc2)c1C#N	9	.	-6	-0.7	-6	-1.8	2	.	1.6
19	CC(C)(C)C(=O)c1cn(CC(=O)O)c2ccccc12	-35	4	-13	1.2	22	0.1	0	3.3	-0.32
20	CC(=O)O/N=C(\N)c1cnn2c(C(F)(F)F)cc(C(F)(F)F)nc12	-5	-8	-11	0.1	-11	-1.2	1	1.3	0.32
21	CCOc1ccccc1NC(=O)C1CCN(S(=O)(=O)c2c(C)nn(C)c2C)CC1	5	-5	-5	0.6	-19	0.0	-1	0.9	0.12
22	COc1ccc(NC(=O)C2CCC(CNS(=O)(=O)c3cccs3)CC2)cc1OC (stereo unspecified)	20	6	-2	-0.1	-23	1.1	-4	0.2	0.68
23	COc1ccc(NC(=S)NCCc2c[nH]c3ccccc23)cc1	8	0	-1	0.3	0	-3.2	-3	0.8	-0.69
24	O=C(NC1CCCCCC1)C1c2ccccc2C(=O)N1C1CC1 (stereo unspecified)	-3	.	-16	-0.1	-4	-1.8	-3	0.2	-0.71

# Next compounds:
# Values in the order: m-calpain inh, Rad51 HR inh, EBV gp42 block, PERK inh, MDM2 E3 inh, TNF death inh, eIF4E-4G inh, L929 necroptosis, Cl transport mod
25) CCn1c(SCC(=O)Nc2cc(C)c(Cl)cc2OC)nnc1-c1ccco1
→ 4, 2, 8, -1.0, -3, -0.2, 1, 0.1, -1.1
26) CSc1ccccc1C(=O)NCCCOC(C)C
→ -28, 6, -10, 0.7, -8, 0.3, -4, 0.6, .
27) O=C1CC(NCc2ccncc2)C(=O)N1c1ccc(Cl)cc1 (stereo unspecified)
→ 3, -2, -14, 1.2, -7, 0.3, 0, 0.8, 0.54
28) Cc1cccc(NC(=S)NCc2cccs2)c1C
→ -31, -3, -6, 0.8, ., -8.8, 7, -0.8, 0.015
29) COc1cc2[nH]c(=O)n3nc(-c4ccccc4)nc3c2cc1OC
→ -144, 6, -17, 0.6, -16, -3.0, 7[fluorescence artefact?], -0.3, 0.25
30) O=C(Nc1ccn(Cc2cccc3ccccc23)n1)c1cccnc1
→ -15, 6, -3, -0.3, -7, -1.7, 3, 0.1, -0.9
31) Nc1nnc(SCc2nnc(-c3ccccc3)o2)s1
→ -30, 10, -1, 2.1, 3, 1.2, -2, 1.2, -0.37
32) CCOC(=O)Cc1csc(SCC(=O)Nc2cc(Cl)ccc2Oc2ccccc2)n1
→ 11, 4, -21, -1.3, -18, -3.8, 5, -0.7, .
33) COC(=O)c1ccc(NC(=O)CN(c2ccc(C)cc2)S(=O)(=O)c2c(C)nn(C)c2C)cc1
→ -22, -1, -16, -0.7, -19, 0.7, 9, 0.6, -1.1
34) C1CCN(C2CCN(c3nc4nonc4nc3N3CCSCC3)CC2)C1
→ 1, 7, -12, 0.3, 1, 1.2, -4, 2.5, 0.44
35) Cc1ccc2c(c1)[nH]c1c(=O)n(CCN3CCCCC3)cnc12
→ -46, 0, 0, -1.1, -4, 1.8, -11, 4.7, 0.18
36) CC(=O)Nc1ccc(NC(=O)C(C)Sc2nnc(-c3cccs3)o2)cc1 (stereo unspecified)
→ -17, 10, -11, 1.6, -14, 5.4, 0, 1.9, 0.88
37) O=C(NC1CCSC1=O)c1cccc(C(=O)NC2CCSC2=O)c1 (stereo unspecified)
→ -18, 22, 14, -0.8, -19, -0.7, 2[fluorescence artefact?], 0.0, -0.095
38) Cc1ccc2c(c1)N(C(C)C(=O)NCCc1ccccc1)C(=O)CO2 (stereo unspecified)
→ -17, -5, -11, 0.6, -11, -0.1, 1[fluorescence artefact?], 0.4, .
39) COc1ccc(NS(=O)(=O)c2ccc(Cl)c(C(=O)O)c2)cc1S(=O)(=O)N1CCCCC1
→ -14, 30, -19, 0.9, -8, 1.6, -3, 3.3, 0.27
40) CC(=O)N/C(=C/c1ccc2c(c1)OCO2)C(=O)Nc1ccccc1
→ 3, ., -16, 1.2, -12, 1.3, 2, 0.8, 0.081
41) Cc1noc(C)c1C(=O)N1CCC(CO)(Cc2ccccc2)CC1
→ 6, 20, -5, -0.1, -13, 1.4, -2, -0.7, -0.03
42) O=C(CC12CC3CC(CC(C3)C1)C2)NC(Cc1ccccc1)C(=O)O (stereo unspecified)
→ 15, 4, 17, 1.0, -4, -1.5, 0, 1.8, 1.4
43) Cc1c(NC(=O)c2n[nH]c(=O)c3ccccc23)c(=O)n(-c2ccccc2)n1C
→ -11, 1, -6, 0.3, -11, 0.1, -2, 0.4, 0.36
44) Fc1cccc(Cl)c1Cn1nnc(-c2ccc(N3CCOCC3)cc2)n1
→ -15, 11, 8, 0.7, -21, 0.3, -6, 0.4, -0.22
45) O=C(Cc1ccc(Br)cc1)NC1CCSC1=O (stereo unspecified)
→ 0, -4, -6, 0.0, -3, 2.8, 4, 2.5, 0.095
46) COc1ccc(-c2csc(NC(=O)COC(=O)C3=COCCO3)n2)cc1
→ -17, 5, -10, 0.4, -4, 2.1, 7, 2.5, 1.5
47) O=C(COc1ccc(Cl)cc1)N1CCN(c2ccc([N+](=O)[O-])c(N3CCOCC3)c2)CC1
→ 4, ., -19, -1.2, ., 1.8, 3, -0.4, -2.2
48) O=C(O)c1cccc(-n2cnnn2)c1
→ 15, -7, 3, 2.5, 0, 0.0, -4, 1.8, .
49) O=C1C(Cl)=C(N2CCN(c3ccccc3[N+](=O)[O-])CC2)C(=O)c2ccccc21
→ -23, -32, -6, 0.7, 6, -10, 11, 4.6, 0.61
50) CCSc1nnc(C)n1-c1ccc(C(=O)O)cc1
→ -16, -10, -12, 0.6, -14, -3.4, 5, -0.3, -1.8
51) CCCNc1nc(C)cc(-c2cc(-c3ccccc3)on2)n1
→ -6, -4, 0, ., -12, -1.2, -2, -0.1, -0.21
52) COCc1ccccc1Cn1cnc2c1c(=O)n(C)c(=O)n2C
→ 10, -5, -11, 0.5, -12, 1.4, -3, -0.3, -0.23
53) O=C1c2ccccc2C(=O)N1CCc1csc(-c2cccc(F)c2)n1
→ 9, 0, 4, -0.8, -5, -1.9, 4, -0.1, -1.2
54) Cc1c(C(=O)NC2CC2)oc2ccc(S(=O)(=O)N3CCCCCC3)cc12
→ 19, -3, -13, ., -7, ., 2[fluorescence artefact?], ., .
55) CC(C)OC(=O)c1c(NC(=O)c2cnn3c2NC(c2ccccc2)CC3C(F)F)sc2c1CCCC2 (stereo unspecified)
→ -106, ., -5, -0.3, 6, -4.7, -9, -0.2, .

# By substructure: those above containing bromine (two)
# Values in the order: m-calpain inh, Rad51 HR inh, EBV gp42 block, PERK inh, MDM2 E3 inh, TNF death inh, eIF4E-4G inh, L929 necroptosis, Cl transport mod
18) Cc1ccnc(SCC(=O)c2ccc(Br)cc2)c1C#N
→ 9, ., -6, -0.7, -6, -1.8, 2, ., 1.6
45) O=C(Cc1ccc(Br)cc1)NC1CCSC1=O (stereo unspecified)
→ 0, -4, -6, 0.0, -3, 2.8, 4, 2.5, 0.095
